Source: PubChem BioAssay
GPT2 inh: blocks human glutamate pyruvate transaminase 2. Potency, µM (titrated, usually from 57.7 µM), inactives show at the top dose activity change, negative = inhibition, usual class: inhibitors. Q8TD30. hit rate 0.25% among 100,000. Recombinant GPT2, coupled pyruvate oxidase/HRP Amplex Red fluorescence. AID 1671188; note: potency is the fitted concentration of half-maximal effect; nearly all actives have a fitted effect of over 60% in size; many of its hits are not listed in these tables
Target sequence (Q8TD30 whole entry, looked up): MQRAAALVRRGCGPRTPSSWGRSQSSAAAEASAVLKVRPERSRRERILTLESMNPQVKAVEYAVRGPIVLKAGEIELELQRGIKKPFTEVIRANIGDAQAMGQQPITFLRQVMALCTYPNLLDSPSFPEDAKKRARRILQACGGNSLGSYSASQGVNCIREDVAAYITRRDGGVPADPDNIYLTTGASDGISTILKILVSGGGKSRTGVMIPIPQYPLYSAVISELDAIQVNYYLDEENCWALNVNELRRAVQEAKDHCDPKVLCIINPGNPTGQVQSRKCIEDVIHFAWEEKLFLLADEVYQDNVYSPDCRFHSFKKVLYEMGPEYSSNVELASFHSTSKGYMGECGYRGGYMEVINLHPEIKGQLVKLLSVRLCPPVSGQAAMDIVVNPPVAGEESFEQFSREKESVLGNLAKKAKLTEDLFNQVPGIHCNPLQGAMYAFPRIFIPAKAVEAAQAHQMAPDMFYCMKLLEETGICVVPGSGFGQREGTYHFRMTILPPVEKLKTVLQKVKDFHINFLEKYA
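Recombinant GPT2 (10ng/uL) with 250uM a-KG and 2mM L-alanine, 30 min at room temperature, in HEPES pH 7.5 buffer. Pyruvate detected by pyruvate oxidase/HRP/Amplex Red fluorescence after 30 min in the dark; AOA (50uM) as positive control.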
HEK293 viab: reduces viability of HEK-293 SNCA reporter cells; HEK-293-SNCA-luc viability, GF-AFC fluorescence, 24 h; Potency, µM (titrated, usually from 57.1 µM), inactives show at the top dose activity change, negative = cytotoxicity, usual class: cytotoxic; hit rate 0.12% among 150,000; AID 1671193;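 note: potency is the fitted concentration of half-maximal effect; 0% = DMSO-treated cells and -100% = medium-only wells without cells; nearly all actives have a fitted effect of over 30% in size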
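Cytotoxicity counterscreen: after 24 h compound treatment of genome-edited SNCA-luciferase HEK-293 cells, live-cell protease substrate GF-AFC read by fluorescence after 30 min; activity scaled between DMSO (0%) and medium-only (-100%), curves Hill-fitted.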
HEK293 tox: HEK 293 cell cytotoxicity; hit rate 6.6% among 94,000; Potency, µM (top dose mostly 115 µM), for inactives: at the top dose activity change, negative = cytotoxicity, usual class: inhibitors; AID 1345083; HEK 293 viability, ATP luminescence (CellTiter-Glo), 48-72 h; note: potency is the fitted concentration of half-maximal effect; nearly all actives have a fitted effect of over 60% in size
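CellTiter-Glo luminescence (cellular ATP) was read after 48 or 72 hr of compound exposure at 37 degree Celsius. Cells were HEK 293 plated at 250 cells/well.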
NIH3T3 tox: kills NIH 3T3 cells. NIH 3T3 viability, CellTiter-Glo ATP luminescence, 48-72 h. Potency, µM (doses to about 96.7 µM), inactives show at the highest dose activity change, negative = cytotoxicity, usual class: inhibitors. hit rate 4.3% among 94,000. AID 1345082; note: potency is the fitted concentration of half-maximal effect; nearly all actives have a fitted effect of over 55% in size
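First NIH 3T3 cells are plated at 400 cells/well; next compound is pinned in; then plates incubate 48 or 72 hr at 37 °C; finally CellTiter-Glo is added and luminescence read after 10 min.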
Luciferase inh: Photinus pyralis luciferase inhibition; P08659; Potency, µM (highest dose often 115 µM), for inactives: at the top dose activity change, negative = inhibition, hits mostly inhibitors; purified P. pyralis luciferase, luminescence, biochemical; hit rate 2.5% among 76,000; AID 1347043; note: potency is the fitted concentration of half-maximal effect; nearly all actives have a fitted effect of over 65% in size
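Biochemical qHTS: compound (6-point titration) added to 10uM D-luciferin plus 10uM ATP in Tris acetate pH 7.5 buffer with Mg, Tween-20 and BSA, then purified enzyme at 10nM; light output imaged.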
IP6K1 inhibitor: inhibitors of human IP6K1; activity change, % (series mostly up to about 58 µM); hit rate 0.81% among 140,000; IP6K1 kinase, ADP-Glo luminescence, 2 h; stronger effect = lower value; in the data active = activity change below about -25%
Target sequence (Q92551 whole entry, looked up): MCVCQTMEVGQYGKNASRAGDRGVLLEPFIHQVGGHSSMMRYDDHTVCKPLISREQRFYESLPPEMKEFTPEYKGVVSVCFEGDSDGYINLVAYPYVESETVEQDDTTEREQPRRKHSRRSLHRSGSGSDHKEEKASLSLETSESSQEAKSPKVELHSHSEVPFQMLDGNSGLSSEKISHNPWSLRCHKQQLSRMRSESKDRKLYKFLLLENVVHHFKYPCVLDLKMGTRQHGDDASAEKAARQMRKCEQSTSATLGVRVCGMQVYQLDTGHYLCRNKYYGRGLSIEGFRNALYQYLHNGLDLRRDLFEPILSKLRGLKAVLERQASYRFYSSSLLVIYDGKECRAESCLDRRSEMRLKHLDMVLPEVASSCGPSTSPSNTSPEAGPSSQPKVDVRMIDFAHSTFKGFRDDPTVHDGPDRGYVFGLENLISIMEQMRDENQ
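ADP-Glo luminescence measures ADP made by human IP6K1 during a 2 h RT reaction with ATP/IP6 (mix at 1.3 mM/130 uM); top library doses 57.5 and 19.1 uM final.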
SNCA expr inh: reduces expression of the alpha-synuclein gene; HEK-293 SNCA-luciferase knock-in, luminescence, 24 h; Potency, µM (titrated, usually from 57.2 µM), for the others: at the top dose activity change, negative = inhibition, usual class: inhibitors; hit rate 0.17% among 140,000;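 note: potency is the fitted concentration of half-maximal effect; plate controls were DMSO cells for no effect and cell-free wells for full effect; nearly all actives have a fitted effect of over 45% in size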
Numbers without * were called inactive; i = inactive; ? = inconclusive; nt = no result given; [ ] = remark or other dose. Unless noted, calls come from the whole dose curve; as a rule, active = well fitted curve in the direction sought with a large enough effect; inconclusive = small, poorly fitted or top-dose-only effect, or another doubt; inactive = no such curve, though single readings can be large; an effect the other way counts as inactive or inconclusive. Unless noted, % is set by controls: 0 for no effect and ±100 for the full control effect. Compounds were not picked by outcome (roughly 7.7% active in at least one column).

SMILES	GPT2 inh	HEK293 viab	HEK293 tox	NIH3T3 tox	Luciferase inh	IP6K1 inhibitor	SNCA expr inh
COc1ccc(C)cc1NC(=O)CC1CCCN(c2cnn(CC3CC3)c(=O)c2)C1 (centres undefined)	i	-6.0%	?	?	-5.7%	7.2	?
COC(=O)Cn1c(=O)c2cccn2c2ccc(F)cc21	nt	5.2%	nt	nt	nt	-1.2	?
CC(=O)c1ccc(NC(=O)N2C[C@@H]3C[C@H](C2)c2ccc(NC(=O)C4CCCCC4)c(=O)n2C3)cc1	1.6%	1.5%	4.9%	-15.5%	0.5%	-11.7	-2.4%
O=C(c1nnc(COc2cc(F)cc(F)c2)n1-c1ccccc1)N1CCC[C@@H]1c1nc2ccccc2[nH]1	0.2%	-13.1%	?	31.6µM*	-1.2%	0.5	?
O=C1Nc2ccccc2CC12CCN(Cc1cccc3ccccc13)C2 (centres undefined)	-5.5%[88.5 µM]	-21.5%[87.6 µM]	?	?	-0.3%[172 µM]	-2.8	-17.4%[87.6 µM]
O=C(Cc1ccccc1)Nc1ccnn1C1CCN(Cc2cccc3nonc23)CC1	-3.5%	-18.4%	-0.3%	-7.0%	-4.0%	7.3	10.4%
COc1ccc(Cn2ccn(Cc3cccc(C)c3)c(=O)c2=O)cc1	nt	0.5%	nt	nt	nt	20.2	1.6%
Cc1noc(C)c1[S+](=O)([O-])N1CCCC(C(=O)N2CCC(N3CCOCC3=O)CC2)C1 (centres undefined)	i	8.1%	-3.3%	-14.9%	nt	0.5	7.3%
Cc1ccccc1NC(=O)c1sc2nc3n(c(=O)c2c1C)CCC3	nt	2.2%	nt	nt	nt	-4.4	61.7%[activator]
O=C(Nc1ccc(Oc2ccccc2)cc1)O[C@@H]1CO[C@H]2[C@@H]1OC[C@@H]2NCC1CCCCC1	-5.1%	-6.8%	?	?	-3.4%	-13.4	-10.9%
COC(=O)c1ccc(NC(=O)CN2CCCN(Cc3ccc(Cl)cc3)S2(=O)=O)cc1	nt	11.6%	nt	nt	nt	4.0	-14.1%
CN1C(=O)CO[C@H]2CN(Cc3c[nH]c4ccccc34)C[C@H]21	2.0%[88.5 µM]	-7.4%[87.6 µM]	-29.5%[230 µM]	?	-10.9%[230 µM]	2.5	-16.5%[87.6 µM]
Nc1nc2c(cnn2CCc2ccccc2)c2nc(-c3ccco3)nn12	-8.2%	4.0%	nt	nt	nt	nt	56.4%[activator]
COCCNC(=O)CCCN1C(=O)COc2ccc(C(=O)COc3cc(C)cc(C)c3)cc21	i	?	?	-23.4%	3.4%	3.5	22.1%
C=CCCC(CN1CCSCC1)Oc1ncc(CC)cn1 (centres undefined)	?	-7.1%	?	-32.5%	-7.9%	2.9	20.5%
O=C(C1CCC1)N1CCC(OCc2ccccc2)C1 (centres undefined)	0.9%	-0.8%	4.7%	-2.2%	nt	-10.6	28.9%
CN1CCN(c2ccc(-c3cc4c(ccn4C)c(C(=O)NCC4CCOCC4)n3)cc2)CC1	i	-2.3%	?	20µM*	35.5µM*	-8.7	7.4%
COC[C@@H]1CN(C(=O)Cc2ccccc2C)C[C@H]1C(N)=O	i	1.9%	i	i	-7.2%	3.7	-3.8%
Cc1ccc(-c2onc(C)c2C)cc1S(=O)(=O)Nc1cccc(Cl)c1C	nt	-22.8%	nt	nt	nt	6.2	-32.2%
Cc1nnc(N2CCCC(C(=O)Nc3cc(F)ccc3F)C2)c2nn(-c3ccccc3)c(C)c12 (centres undefined)	nt	?	nt	nt	nt	8.6	?
Cc1ccc(C)c(CN2C(=O)NC3(CCN(C(=O)c4cnccn4)CC3)C2=O)c1	-0.2%	10.9%	?	-20.4%	-22.7%	4.3	79.3%[activator]
Cc1noc(-c2nc(-c3ccc4c(c3)OCO4)no2)n1	i	0.6%	-14.8%	-4.6%	?	-17.6	14.9%
Cc1ccc(NC(=O)C2CC(=O)N(c3n[nH]c4cccc(F)c34)C2)cc1C (centres undefined)	4.2%	0.6%	?	-5.5%	9.5%	-15.1	-15.1%
Cc1ccc2nc([C@H]3CCN(C(C)C)C3)[nH]c2c1	-7.7%[88.5 µM]	-10.5%[87.6 µM]	?	-25.4%[174 µM]	7.94µM*	0.5	-47.1%[87.6 µM]
Cn1cc(CN2CCN3C(=O)N(C4CCCCC4)C[C@H]3C2)cn1	i	7.2%[87.6 µM]	-7.6%[172 µM]	-0.2%[138 µM]	2.4%[172 µM]	-2.6	2.8%[87.6 µM]

Some values from the entries so far:
O=C(Cc1ccccc1)Nc1ccnn1C1CCN(Cc2cccc3nonc23)CC1 in SNCA expr inh shows 10.4%
Cc1noc(-c2nc(-c3ccc4c(c3)OCO4)no2)n1 in HEK293 viab shows 0.6%

Further compounds follow.
SMILES	GPT2 inh	HEK293 viab	HEK293 tox	NIH3T3 tox	Luciferase inh	IP6K1 inhibitor	SNCA expr inh
CC(=O)Nc1ccc(CN2CCCC23Cc2ccccc2CNC3=O)cc1 (centres undefined)	i	-10.5%	-2.0%	-5.2%	nt	-9.3	-28.6%
O=C(COc1ccc(Br)cc1)Nc1ccc(C(=O)OC2CCCCC2)cc1	nt	7.7%	nt	nt	nt	10.6	2.2%
C=Cc1ccc(CSc2nnc(C)n3c2cc2occc23)cc1	nt	-8.7%	nt	nt	nt	17.6	11.5%
CCOC(=O)N1CCN(Cc2nc3cc(NC(=O)c4cccc(C)c4)ccc3n2C(C)C)CC1	nt	-12.8%	nt	nt	nt	-9.6	46.9%[activator]
O=C1CC(c2noc(-c3cc(F)cc(F)c3)n2)CN1c1ccc(F)c(Cl)c1 (centres undefined)	i	7.7%	-4.5%	i	12.7%	5.8	-7.7%
COc1ccc(NS(=O)(=O)c2c(C)nc3scc(C)n3c2=O)cc1	nt	-2.3%	nt	nt	nt	19.1	-11.6%
CCC(=O)N1Cc2ccccc2CC2(CCCN(Cc3ccccn3)C2)C1 (centres undefined)	i	4.5%	-1.4%	i	nt	0.0	5.1%
COc1cccc(-c2cccc(C(=O)N3CCCC3C(=O)N3CCC(c4ccccc4)CC3)c2)c1 (centres undefined)	i	3.7%[12.5 µM]	?	?	nt	-7.8	-14.8%
CCOC(=O)c1c(-c2ccc(C)cc2)csc1NC(=O)c1cc(=O)c2cc(Cl)ccc2o1	nt	?	nt	nt	nt	15.2	i
CNC(=O)[C@@H]1C[C@H](Oc2cccnc2)CN1C(=O)CCC1CCCC1	i	-1.9%	-8.2%	-23.7%	4.0%	0.0	-22.8%
COc1ccc(S(=O)(=O)N2CC[C@@H](CC(=O)O)[C@@H](CC3=NCCc4cc(OC)c(OC)cc43)C2)cc1	?	16.5%	-15.2%	-11.3%	-0.6%	-0.5	0.8%
O=C(CCc1nc2ccc(Cl)cc2[nH]1)N1CCc2nc3cc(-c4ccccc4)[nH]n3c(=O)c2C1	i	3.6%	?	-29.1%	?	10.6	?
O=C1CCCCCN1CCC(=O)N1CCOC(CCCc2ccccc2)C1 (centres undefined)	-1.9%	-10.8%	-19.2%	-26.0%	-2.8%	12.2	3.5%
COc1ccc(CCNC(=O)c2cc3c(=O)oc4ccc(C)cc4c3s2)cc1OC	nt	-2.9%	nt	nt	nt	-6.6	37.8%[activator]
COc1cc(C2OCC3C(c4ccc(OC5OC(CO)C(O)C(O)C5O)c(OC)c4)OCC23)ccc1O (centres undefined)	i	4.0%[23.9 µM]	nt	nt	nt	12.2	nt
O=C(c1ccc2c(c1)OCO2)N1CC(c2nnc(-c3ccncc3)o2)C2(CCOCC2)C1 (centres undefined)	i	3.5%	i	-29.0%	-2.8%	31.1	29.3%
O=C1OCCN1C1CCN(S(=O)(=O)c2cccs2)CC1	3.0%	4.3%	-6.3%	-4.7%	nt	1.3	-22.4%
C[C@H]1[C@@H]2[C@@H](O)[C@H]([C@H](C)C(=O)N3CCCCC3)CC[C@@]2(C)CC[C@@H]1NS(C)(=O)=O	0.5%[88.5 µM]	4.3%[87.6 µM]	-14.5%[172 µM]	-13.6%[138 µM]	-4.1%[172 µM]	-6.0	-7.5%[87.6 µM]
Cc1ccccc1NC(=O)c1ccc(N(Cc2ccccc2)S(C)(=O)=O)cc1	nt	?	nt	nt	nt	-10.7	?
COc1ccc(C(=O)NC2CCN(c3cnn(C)c(=O)c3)CC2)cc1	-25.0%	-29.5%	-0.6%	-3.5%	2.4%	14.0	3.3%
Cc1cnc(C(=O)N[C@@H]2CCC[C@@H]2C(=O)NC2CCCC2)cn1	i	1.0%	-3.4%	-5.8%	-0.2%	6.3	-23.4%
Cc1ccc(NC(=O)N2CCC(n3cnnc3C3CC3)C2)c(Cl)c1 (centres undefined)	2.3%	8.5%	-0.8%	-11.9%	-3.2%	16.6	13.1%
COCCn1c(=O)c(C(=O)NCCc2ccccc2)nc2cccnc21	i	-8.1%[87.6 µM]	-10.0%[172 µM]	-21.8%[138 µM]	nt	12.5	-7.2%[87.6 µM]
Cc1cc(C)c(NC(=O)Cn2nc3n(c2=O)CCCCC3)c(C)c1	i	6.8%	6.6%	4.0%	3.3%	-4.0	-21.9%
COCCCNC(=O)c1nc2sccn2c1-c1ccc(C(F)(F)F)cc1	-8.3%	-13.7%	-18.2%	?	nt	22.1	20.7%

Remaining list, next part:
SMILES	GPT2 inh	HEK293 viab	HEK293 tox	NIH3T3 tox	Luciferase inh	IP6K1 inhibitor	SNCA expr inh
O=C(CC1CCCC1)N1CCC(N2C(=O)C(O)C23CCCCC3)CC1 (centres undefined)	i	5.9%	2.5%	-0.5%	-0.1%	-2.4	-8.6%
CCCNC(=O)N(C1CCOCC1)C1CCN(C(=O)c2ccncc2)CC1	i	0.3%	-14.3%	-3.2%	-2.1%	-0.8	-13.9%
C[C@@H]1CCN(C(=O)CC#N)C[C@H]1N(C)c1ncnc2[nH]ccc12	?	-21.8%	nt	nt	nt	nt	?
O=C1NCCOCCN(S(=O)(=O)c2ccc3c(c2)CCC3)[C@@H]2CCCC[C@H]12	i	-2.2%	?	?	-2.6%	-3.7	-3.0%
CC1CCN(S(=O)(=O)c2ccc3c(c2)c(=O)c(C(=O)NCCc2ccccc2)cn3C)CC1	nt	6.0%	nt	nt	nt	17.0	18.7%
CC(C)(C)C1CCC2(CC1)NC(=O)N(CC(N)=O)C2=O (centres undefined)	2.7%	13.5%	2.1%	1.9%	-3.8%	-6.3	5.6%
CC1=C(c2ccc(C)cc2)S(=O)(=O)NC1=NCc1ccccc1Cl	nt	1.1%	nt	nt	nt	6.8	3.5%

Full records, quoted from the list.
`O=C1NCCOCCN(S(=O)(=O)c2ccc3c(c2)CCC3)[C@@H]2CCCC[C@H]12` is listed with GPT2 inh = i; HEK293 viab = -2.2%; HEK293 tox = ?; NIH3T3 tox = ?; Luciferase inh = -2.6%; IP6K1 inhibitor = -3.7; SNCA expr inh = -3.0%
`CC(C)(C)C1CCC2(CC1)NC(=O)N(CC(N)=O)C2=O` (centres undefined) is listed with GPT2 inh = 2.7%; HEK293 viab = 13.5%; HEK293 tox = 2.1%; NIH3T3 tox = 1.9%; Luciferase inh = -3.8%; IP6K1 inhibitor = -6.3; SNCA expr inh = 5.6%
